RBX1-CUL1 inh: inhibitors of human ROC1-CUL1 ubiquitin ligase activity; 140,000 tested, 0.6% active; P62877+Q13616; inhibition, % at 10 µM; in vitro K48 di-Ub FRET, acceptor:donor ratio, 45 min; in the data active = inhibition above about 25%
Target sequence (P62877 whole entry, looked up): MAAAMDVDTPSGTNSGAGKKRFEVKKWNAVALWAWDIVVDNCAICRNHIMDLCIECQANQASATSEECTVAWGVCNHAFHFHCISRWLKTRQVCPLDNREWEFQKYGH
Target sequence (Q13616 whole entry, looked up): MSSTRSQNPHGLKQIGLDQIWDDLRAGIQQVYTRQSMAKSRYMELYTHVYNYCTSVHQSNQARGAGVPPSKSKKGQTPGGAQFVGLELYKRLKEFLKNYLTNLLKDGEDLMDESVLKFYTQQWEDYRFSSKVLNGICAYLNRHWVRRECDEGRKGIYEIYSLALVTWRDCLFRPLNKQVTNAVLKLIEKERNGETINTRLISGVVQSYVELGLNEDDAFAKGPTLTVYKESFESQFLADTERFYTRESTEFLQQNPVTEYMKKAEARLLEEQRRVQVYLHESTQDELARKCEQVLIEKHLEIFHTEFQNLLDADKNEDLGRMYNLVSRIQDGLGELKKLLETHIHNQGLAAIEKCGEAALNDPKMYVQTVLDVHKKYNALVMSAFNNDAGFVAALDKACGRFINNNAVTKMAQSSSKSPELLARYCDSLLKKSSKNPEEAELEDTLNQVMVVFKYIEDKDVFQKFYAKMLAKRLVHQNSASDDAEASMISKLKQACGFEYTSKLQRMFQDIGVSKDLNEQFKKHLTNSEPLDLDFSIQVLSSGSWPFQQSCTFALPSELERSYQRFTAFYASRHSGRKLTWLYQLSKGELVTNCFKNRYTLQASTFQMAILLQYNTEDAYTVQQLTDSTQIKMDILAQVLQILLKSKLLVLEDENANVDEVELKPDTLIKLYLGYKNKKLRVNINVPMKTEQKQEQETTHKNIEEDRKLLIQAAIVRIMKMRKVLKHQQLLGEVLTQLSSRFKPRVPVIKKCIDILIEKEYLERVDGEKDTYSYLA
An asterisk follows results filed as active.

# | Compound | RBX1-CUL1 inh
1 | CC(Cc1cnccn1)NCc1c(C(=O)N2CCCCCCC2)nc2ccc(Cl)cn12 (centres undefined) | 5
2 | CCOc1ccc(CN(CCc2ccc3c(c2)OCO3)Cc2ccc(CC)cc2)cc1 | 5
3 | Cc1nc(CN)cc(N2C[C@@H]3C[C@@H](C2)c2cccc(=O)n2C3)n1 | -2
4 | COc1ccc(C(=O)C2CCCN(Cc3ccc(C)o3)C2)c(OC)c1 (centres undefined) | 11
5 | O=C(Nc1ccc2c(C(F)(F)F)cc(=O)oc2c1)c1nc2ncccn2n1 | 4
6 | CCOC(=O)C1C(=O)N(CC)C23CCCCC2C1c1ccccc1O3 (centres undefined) | 4
7 | O=C(NC1CN2CCC1CC2)c1cc(Br)c([N+](=O)[O-])c2nc[nH]c12 (centres undefined) | 7
8 | CCCCC12CN3CN(CC(C)(C3)C1=O)C2 | 3
9 | CCOC(=O)C1=C(C)OC(=N)C(C(=O)OC)C12C(=O)N(C)c1ccccc12 (centres undefined) | 10
10 | CC(Oc1cc(Cl)ccc1Cl)C(=O)N1CCC2(CC1)OCCO2 (centres undefined) | 7
11 | Nc1ncc(CN2CCCC(C(=O)c3cccc4ccccc34)C2)cn1 (centres undefined) | 1
12 | O=C(OC(n1nnc2ccccc21)C(Cl)(Cl)Cl)c1ccccc1 (centres undefined) | 3
13 | CC1(C)CC(CCNCc2ccc3c(c2)OCO3)(Cc2ccccc2)CCO1 (centres undefined) | 6
14 | O=c1c2ccccc2nc(CN2CCCCCC2)n1-c1ccc(F)cc1 | -4
15 | CCCN1CCc2ccc(NC(=O)Cc3ccccc3F)cc2C1 | -8
16 | CC1N=C2N=C(N(C)C)NC(=O)C2NC1C (centres undefined) | 3
17 | c1ccc(C[N+]23CCN(CC2)CC3)cc1 | -10
18 | CCN1CCN(C(=O)COc2ccccc2Cl)CC1 | -8
19 | Cc1cc(N2CCN(C)CC2)c2ccccc2n1 | -2
20 | Nc1ccncc1Br | 3
21 | Cc1cccc(OCC(=O)N2CCN(C(c3ccccc3)c3ccccc3)CC2)c1C | -8
22 | CCOc1ccc(C(=O)C23CN4CN(CN(C4)C2)C3)cc1 | -4
23 | C=CCN1CCN(C(=O)COc2ccccc2)CC1 | 1
24 | COc1cccc(-n2c(/C=C\c3ccccc3C)nc3ccccc3c2=O)c1 | 3
25 | Cc1cc(OCC(=O)N2CCN(CCc3ccncc3)CC2)cc(C)c1Cl | 9
26 | CCCn1c(C)c(CC(=O)N(C)CCN2CCCC2)c2c1CC(C)(C)CC2=O | -16
27 | N#CC(C#N)=Cc1ccc(N2CCOCC2)o1 | 1
28 | Cc1ccc(C(C)C)c(OCC(=O)N2CCN(CCc3ccncc3)CC2)c1 | -2
29 | O=C(NC1CN2CCC1CC2)c1cc(Br)cc2[nH]cnc12 (centres undefined) | 6
30 | C#CCN1CCc2ccccc2CC1 | 1
31 | COC(=O)C1CN(C#N)N(c2ccc(Cl)cc2)C12c1ccccc1-c1ccccc12 (centres undefined) | 3
32 | COc1ccc(-n2c(/C=C/c3cccc(Br)c3)nc3ccccc3c2=O)cc1 | 7
33 | CC(NS(C)(=O)=O)c1nnc2n1-c1ccc(Br)cc1C(c1ccccc1Cl)=NC2 (centres undefined) | 8
34 | O=C1Nc2ccccc2Sc2ccccc21 | 5
35 | Cc1ccc(NC(=O)NC(=N)N[N+](=O)[O-])cc1 | -2
36 | CC1(C)CN=C(Nc2ccc(Cl)cc2)S1 | 8
37 | CN1C2CCC(OC(=O)C(CO)c3ccccc3)C1CC2 (centres undefined) | -12
38 | Cc1ccccc1-n1nc(C)c2c1NC(=O)CSC2c1ccc(Cl)cc1 (centres undefined) | -1
39 | COc1ccc(OCC(=O)N2CCN(CCc3ccccn3)CC2)cc1 | 2
40 | O=c1c2ccccc2nc(/C=C\c2ccc(O)cc2)n1-c1ccc(O)cc1 | 2
41 | Cc1nc2c(Br)cc(Br)cc2c(=O)n1-c1nccs1 | 10
42 | CNC(=O)OCCc1nccn1C | -10
43 | COc1ccc(OCC(=O)N2CCN(Cc3cccc(OC)c3OC)CC2)cc1 | 2
44 | CC1CN2CCC3=C(CCC3)C2(C)C1 (centres undefined) | -3
45 | O=C(Nc1ccccc1)N(Cc1ccc2c(c1)OCO2)C1CCN(Cc2ccccc2)CC1 | -9
46 | CCOC(=O)C1C(=N)OC2=C(C(=O)CC(C)(C)C2)C12C(=O)N(C)c1ccccc12 (centres undefined) | 6
47 | COc1ccc(C(=O)Nc2ccc(Cl)cc2C(=O)c2ccccc2)c(OC)c1 | -3
48 | COc1ccc(C=C2C(=O)NC(=S)NC2=O)c(OC)c1 | -2
49 | C1=Cc2ccccc2C(N2CC2)c2ccccc21 | 2
50 | O=C1CC2c3ccccc3CCN2CC(=O)N1 (centres undefined) | 3
51 | O=C1OC(Cc2ccccn2)C(=O)C1C1=NCCN1 (centres undefined) | 5
52 | Cn1cccc1P(=S)(N1CCOCC1)N1CCOCC1 | 4
53 | CCOC(=O)C1C(=N)Oc2c(c(C)nn2-c2ccccc2)C12C(=O)N(c1ccccc1)N=C2C (centres undefined) | 5
54 | O=C1NC(=S)NC(=O)C1=Cc1c(Cl)cccc1Cl | 3
55 | CC12CC(=O)C3C(CC[C@H]4CC(=O)C=CC34C)C1CCC2=O (some centres undefined) | -5
56 | CC(C)N1C(=O)CC2(CC[N+](C)(CCOC(=O)C(O)(c3ccccc3)C3CCCCC3)CC2)C1=O (centres undefined) | 1
57 | CCN(CC)c1ccc(CC2C(=O)N(C)C(=O)N(C)C2=O)cc1 | 7
58 | CCCn1cc(CN2CCCC(C(=O)c3ccc(Cl)cc3)C2)c(C)n1 (centres undefined) | 6
59 | O=C(COc1ccc(F)cc1)N1CCN(C2CCCCC2)CC1 | 1
60 | Cn1cc(/C=C/C(=O)Nc2ccc(Cl)cc2C(=O)c2ccccc2)cn1 | 9

The list goes on.
# | Compound | RBX1-CUL1 inh
61 | Cc1ccsc1C(=O)C1CCCN(C/C=C/c2ccco2)C1 (centres undefined) | -5
62 | O=C1/C(=C/c2cccc(Cl)c2)N2CCC1CC2 | -5
63 | N#Cc1cc(F)c(Sc2ccc(Cl)cc2)cc1Br | 6
64 | O=C1N(Cc2cccnc2)C[C@@H]2C[C@@H](c3ccn[nH]3)N3CCC[C@@]123 | -1
65 | O=C1O[C@@H]2CN(Cc3nccs3)C[C@@H]2N1CCc1ccccn1 | 5
66 | CN(C)C(=O)Oc1cccc(-c2c[n+]3cc(Cl)ccc3n2C)c1 | -7
67 | NC1CC2C=CC1c1c(F)c(F)c(F)c(F)c12 (centres undefined) | -2
68 | CC(C)(C)OC(=O)N1C2CCCC(=O)C1CC2 (centres undefined) | 6
69 | CN1C2CCC1CC(OC(=O)c1ccc(-c3ccccc3)o1)C2 (centres undefined) | 1
70 | CCCCN(C(=O)c1ccc(Cl)cc1)C1=CC2CCC(C1)N2C (centres undefined) | 9
71 | Clc1cccc(NC2=NCCCS2)c1Cl | -3
72 | Clc1ccc2c(c1)C(c1ccccc1Cl)=NCc1nnc(CSCc3cccnc3)n1-2 | 6
73 | COc1cc2c(cc1OC)C13CCN4CC5=C(C6=C7CN8CCC9%10c%11cc(OC)c(OC)cc%11N%11C(=O)CC(O6)C(C7CC89)C%11%10)OC6CC(=O)N2C1C6C5CC43 (centres undefined) | 9
74 | CSc1ccc(CN2CCN(Cc3ccccc3C)CC2)cc1 | 0
75 | Cc1nc2ccc(Cl)cc2c(=O)n1-c1ccc(N)cc1 | 5
76 | COC(=O)C1C(=N)Oc2c(c(=O)oc3ccccc23)C1c1cccc(Br)c1 (centres undefined) | 5
77 | O=C(O)c1ccc2c(c1)C1C(Cl)C(Sc3ccccc3[N+](=O)[O-])CC1C(c1ccccc1Cl)N2 (centres undefined) | 2
78 | CCc1ccc(OCC(=O)N2CCN(CCc3ccccn3)CC2)cc1 | 9
79 | N#Cc1cnn2c(C(F)(F)F)cc(C34CC5CC(CC(C5)C3)C4)nc12 | -6
80 | CN1N=CC(Br)C(=O)C1=O (centres undefined) | 10
81 | CCc1cnc(N2CCc3c(cnc(C)c3-c3noc(COC)n3)C2)nc1 | 7
82 | Cc1cc(N2CCN(C)CC2)c(F)cc1[N+](=O)[O-] | -9
83 | CCc1cc2c(s1)-n1c(C)nnc1CN=C2c1ccccc1 | -10
84 | COc1ccc(C[N+]23CCN(CC2)CC3)cc1 | -12
85 | CC(C)N1CCC(c2ccccc2)C1 (centres undefined) | 5
86 | N#CC1C(=N)Oc2c(c(=O)oc3ccccc23)C1c1ccc(OC(F)F)cc1 (centres undefined) | 8
87 | CNc1ccc([N+](=O)[O-])cc1[N+](=O)[O-] | -3
88 | COc1ccccc1C1SCC(=O)Nc2c1c(C)nn2-c1cccc(C)c1 (centres undefined) | -5
89 | CCN1CCN(S(=O)(=O)c2ccc(Cl)nc2)CC1 | 0
90 | COc1ccc(-n2c(/C=C/c3ccc(F)cc3)nc3ccccc3c2=O)cc1 | -2

Next part:
#	Molecule	RBX1-CUL1 inh
91	CC(C)CCn1cc(C(=O)NC2CCCC2)c(=O)c(C(=O)N(C)CCc2ccccn2)c1	-1
92	Cc1oc2cc3oc(=O)c(CCC(=O)N4CCCCC4)c(C)c3cc2c1C	0
93	O=C(O)C1CC(C(=O)O)C2c3ccccc3C12 (centres undefined)	9
94	CC12CC3(C(=O)Nc4ccc(Cl)cc4C(=O)c4ccccc4)C1CCC23C (centres undefined)	-3
95	OC12Oc3ccccc3C=C1N1CCC2CC1 (centres undefined)	-2
96	CCc1ccc(C2NCc3c(F)cccc3-n3cccc32)cc1 (centres undefined)	6
97	CNC(=O)Oc1ccc(-c2c[n+]3ccccc3n2C)cc1	2
98	Cc1ccc(N2C(=O)NC(=O)/C(=C/N3CCN(C)CC3)C2=O)cc1C	-12
99	COC(=O)C1=C(c2ccc(F)cc2)CCN(C)C1	3
100	C1=Cc2ccccc2C(OCCN2CCN(CCCc3ccccc3)CC2)c2ccccc21	-10
101	COc1ccc(CNCCc2ccc(Cl)cc2Cl)c(OC)c1OC	7
102	O/N=C1/CCC2CN(C3CCCCC3)CC2C1 (centres undefined)	4
103	N#CCN1CCN(c2ccc(C(F)(F)F)cc2)CC1	-3
104	O=c1c2ccccc2nc(/C=C/c2ccc(Cl)cc2)n1-c1cccc(O)c1	0
105	Cc1ccc(C)c(CN2CCN(CC(C)(C)C)C(CCO)C2)c1 (centres undefined)	6
106	COc1ccc(-n2cccc2C=C2C(=O)NC(=O)NC2=O)cc1	14
107	CC(C)N(CCNC(=O)CN1CCCC1=O)C(C)C	1
108	COc1ccc(-c2c(C)oc3cc(OC(=O)N(C)C)ccc3c2=O)cc1OC	5
109	CN(C)C(=O)Oc1c(Br)cc(Br)c(OC(=O)N(C)C)c1Br	9
110	Nc1c(C(=O)Nc2cccc(Br)c2)sc2nc3c(cc12)N1CCC3CC1	12
111	CC12CN3CC(C)(CN(C1)C31CCSCC1)C2=O	-6
112	Cc1cccc(-n2c(/C=C/c3c(C)[nH]c4ccccc34)nc3ccccc3c2=O)c1	3
113	CN1CC[C@H]2[C@@H](C1)c1cc(Br)ccc1N2CC(F)(F)F	7
114	COc1cc(C=C2C(=O)NC(=O)NC2=O)ccc1OCc1ccc(Cl)cc1	-1
115	CN(C)C(=O)Oc1ccc2ccccc2c1	5
116	O=C1CC(c2ccccc2)CC(=O)C1C=NCCN1CCN(C(=O)Cc2ccccc2)CC1 (centres undefined)	15
117	O=[N+]([O-])C12Nc3ccccc3C1N1OC=CC12 (centres undefined)	9
118	Cc1ccc2c(CC/C(=N\O)C(C)C)c[nH]c2c1	-4
119	O=C(OC1N=C(c2ccccc2Cl)c2cc(Br)ccc2NC1=O)c1ccccc1 (centres undefined)	-7
120	Cc1cccc(NC2=NCC(C)(C)S2)c1C	-3
121	Cc1ccc2c(c1)c(=O)c1c3n2CNCC3CC1 (centres undefined)	-2
122	COc1cc(OC)cc(C(=O)Nc2ccc(Cl)cc2C(=O)c2ccccc2Cl)c1	1
123	C#C[C@]1(OC(=O)CCc2ccc(C)o2)CCC2C3CCC4=CC(=O)CCC4C3CCC21C (some centres undefined)	-4
124	CCN(C(C)=O)c1ccc(C(O)(C(=O)OC)C(F)(F)F)cc1 (centres undefined)	-12
125	CN(C)C(=O)Oc1cccc(-c2cn3cc(N)ccc3n2)c1	4
126	COC(=O)C1=CN(C#N)N(c2ccc(Cl)cc2)C12c1ccccc1-c1ccccc12	3
127	CCC12CN3CCN(CC(C3)/C1=N\O)C2	2
128	COc1ccc(C(=O)C2CCCN(Cc3ccncc3)C2)cc1OC (centres undefined)	13
129	O=C(c1ccc(C(F)(F)F)cc1)C1CCCN(Cc2ccn[nH]2)C1 (centres undefined)	6
130	CCC(O)(CCN1CCN(CCOC(c2ccc(F)cc2)c2ccc(F)cc2)CC1)c1ccccc1 (centres undefined)	-3
131	Clc1ccc2c(c1)C(c1ccccc1Cl)=NCc1nnc(CN3CCN(CCSc4ccccc4)CC3)n1-2	-7
132	CC1(C)C(C(=O)N2CCC(C3(c4cccnc4)NC(=O)N(CCc4cccs4)C3=O)CC2)C1(C)C (centres undefined)	3
133	O=C(c1ccc2c(c1)N(Cc1c(F)cccc1Cl)C(=O)c1ccccc1S2)N1CCC2(CC1)OCCO2	4
134	C=CCN1C(=O)NC2c3cccc(OCC)c3OC1(C)C2C(=O)OC (centres undefined)	-7
135	O=[N+]([O-])C12CNCC([N+](=O)[O-])(CNC1)C2	7
136	COc1ccc(C2=NCc3nnc(C)n3-c3ccc(Cl)cc32)cc1Cl	6
137	COc1ccc(C(=O)C2CCCN(Cc3ccccn3)C2)c(OC)c1 (centres undefined)	11

Source: PubChem (Icahn School of Medicine at Mount Sinai)

Not all compounds are listed; the hit share may differ from the screen's.
